# HTR2A ag: mouse Htr2a agonists via beta-arrestin recruitment, primary screen, cell-based, luminescence | CHO-K1 mHTR2A beta-arrestin complementation; percent of 30 µM serotonin response | activation, % at 7.6 µM | 360,000 tested, 0.66% active | AID 624169, 2012;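 active = activation above a run cutoff, the mean activation of all tested compounds plus 3 SD, cut at about 14% in these data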;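 note: 0% = plate median of compound wells and 100% = 30 µM serotonin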
# Target sequence (P35363 whole entry, looked up): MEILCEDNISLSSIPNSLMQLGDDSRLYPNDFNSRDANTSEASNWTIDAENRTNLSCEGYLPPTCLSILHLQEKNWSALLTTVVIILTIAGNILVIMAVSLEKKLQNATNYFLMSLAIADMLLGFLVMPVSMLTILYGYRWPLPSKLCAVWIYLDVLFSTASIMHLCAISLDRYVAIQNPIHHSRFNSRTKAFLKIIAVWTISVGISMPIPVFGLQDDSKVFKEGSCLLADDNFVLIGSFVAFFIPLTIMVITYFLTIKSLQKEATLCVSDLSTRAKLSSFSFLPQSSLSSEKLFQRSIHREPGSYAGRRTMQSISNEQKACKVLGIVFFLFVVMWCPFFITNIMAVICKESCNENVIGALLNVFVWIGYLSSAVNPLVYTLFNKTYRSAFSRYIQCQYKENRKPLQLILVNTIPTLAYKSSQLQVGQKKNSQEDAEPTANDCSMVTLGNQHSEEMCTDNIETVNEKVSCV
# H9c2 protect: cardioprotection against H2O2-induced cell death, primary screen, uHTS, H9c2 cells, ATPLite luminescence; 360,000 tested, 0.63% active; H9c2 cardiomyocytes, H2O2 injury protection, 2 h; protection from H2O2 cell death, % at 20 µM; AID 588492, 2011;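 active = compounds giving at least 50% protection of heart cells from peroxide-induced death in the single-dose screen, raw or plate-pattern-corrected value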;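 note: 0% = DMSO wells with peroxide and 100% = DMSO wells without peroxide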
# ABCB6 inh MLPCN: ABCB6 transporter inhibitors, primary screen, K562-ABCB6 cells, flow cytometry, MLPCN library; K562-ABCB6 porphyrin accumulation, 1 h; active compounds read low; fluorescence ratio to DMSO, % at 10 µM; 360,000 tested, 0.19% active; AID 602162, 2011;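 active = fluorescence ratio to DMSO below 75%, the collection mean minus 3 SD; inconclusive = too few cells collected in the well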;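 note: signal is porphyrin accumulated inside mitochondria; 100% equals median channel fluorescence of DMSO control wells; lower ratio means ABCB6 inhibition with less porphyrin fluorescence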
# aDG glyco up: activators of alpha-DG glycosylation, primary screen, uHTS, Pro5-aDG cells, AlphaScreen. activation, % at 10 µM. alpha-DG glycosylation AlphaScreen (IIH6); 0% Pro5, 100% B10-LARGE cell signal. 360,000 tested, 0.22% active;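 active = activation of at least 8% versus controls, or a plate z-score of at least 8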;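 note: Pro5 are CHO cells carrying HIG-tagged alpha-DG that lacks glycosylation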
# PDI inh: inhibitors of human PDI, primary screen, biochemical, turbidity, single point, plate reader. Protein disulfide-isomerase (Homo sapiens), P07237. 350,000 tested, 0.052% active. inhibition, % at 10 µM. AID 588391, 2011. PDI insulin aggregation turbidity, A650, 90 min;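 active = mean inhibition across replicates of 30% or more, whatever share of single replicates reach that level; inconclusive = mean inhibition below 30% while every single replicate reaches 30%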;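 note: absorbance from insulin aggregation driven by PDI reduction with DTT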
# Target sequence (P07237 whole entry, looked up): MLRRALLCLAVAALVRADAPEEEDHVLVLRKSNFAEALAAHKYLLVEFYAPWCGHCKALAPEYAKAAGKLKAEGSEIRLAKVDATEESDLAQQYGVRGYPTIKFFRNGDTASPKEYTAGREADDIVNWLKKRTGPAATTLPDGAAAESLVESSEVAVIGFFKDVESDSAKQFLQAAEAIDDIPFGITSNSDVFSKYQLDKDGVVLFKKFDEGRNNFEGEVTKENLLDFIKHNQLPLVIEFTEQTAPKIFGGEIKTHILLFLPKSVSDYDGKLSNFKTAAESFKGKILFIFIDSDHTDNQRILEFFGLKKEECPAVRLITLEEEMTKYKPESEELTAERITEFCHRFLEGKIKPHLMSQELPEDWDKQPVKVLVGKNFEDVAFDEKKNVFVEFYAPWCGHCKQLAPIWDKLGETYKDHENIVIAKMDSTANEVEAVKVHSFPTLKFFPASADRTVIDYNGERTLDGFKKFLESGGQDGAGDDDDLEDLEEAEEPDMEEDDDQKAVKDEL
# Granule exo inh: LAMP-1 surface exposure blockers, TALL-104 cells – cell-based, flow cytometry, MLPCN library, primary screen | TALL-104 LAMP-1 surface exposure; cells stimulated with thapsigargin and PMA | inhibition, % at 10 µM | 360,000 tested, 0.66% active | AID 651702, 2012;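 active = inhibition above about 55%, limit read from the data; inconclusive = no clear call, values can overlap the other calls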
# CaV13 ICDI inh: Primary screen for inhibitors of IQ motif and Ca2+-dependent inactivation inhibitor domain binding in CACNA1D, Förster resonance energy transfer in living cells, …; HEK cells, CFP/YFP FRET ICDI-IQ, plate reader, 10 min; percent FRET-ratio fall versus neutral wells; inhibition, % at 12.3 µM; 340,000 tested, 0.098% active; AID 743397;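 active = mean replicate inhibition of at least 30% and at least 1% of replicates passing that level; inconclusive = only one of the two criteria is met; inactive = neither criterion is met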;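 note: 0% = median of the neutral control wells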
# N-glyco inh: increase of ERlucT glycosylation luciferase signal, primary screen, N-linked glycosylation inhibitor project, D54 ERlucT cells, luminescence, set 2; D54 ERlucT glycosylation luciferase reporter, 24 h; percent of 100 nM tunicamycin response; 360,000 tested, 0.23% active; reporter increase, % at 12.5 µM; AID 588692, 2011;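 active = mean luciferase reporter signal, scaled so untreated is 0 and the glycosylation-blocking control 100, at or above a set limit in every replicate; inconclusive = mean reaches the limit but not every replicate does; inactive = mean below the limit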;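 note: luciferase carries N-glycosylation sites so blocking glycosylation raises the light; 0% = median of neutral control wells and 100% = median of 100 nM tunicamycin wells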
# iPSC survival up: enhancers of single-cell hiPSC survival, primary screen, ATPlite luminescence; 100% = ROCK inhibitor wells, 0% = DMSO; 360,000 tested, 0.044% active; survival enhancement, % at 20 µM; AID 602274, 2012; in the data active = survival enhancement above about 18%;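 note: cells exposed to compounds for 16 hours before the ATP read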
# Vif imaging: HIV Vif self-association inhibitors, primary screen, imaging, HEK293T, single point | HEK293T cells, Vif self-association by quenched fluorescence, 24 h | inhibition, % at 7.49 µM | 340,000 tested, 0.35% active | AID 602346, 2012; in the data active = inhibition above about 50%, passing the limit was not always enough; inconclusive = no clear call, values can overlap the other calls; inactive = below about 31%; note: some results filed as inactive read as strong as hits
# * hit, by the source's call; ? = inconclusive; / = not tested or not shown.
# The opening 2 entries (preview)
SMILES,HTR2A ag,H9c2 protect,ABCB6 inh MLPCN,aDG glyco up,PDI inh,Granule exo inh,CaV13 ICDI inh,N-glyco inh,iPSC survival up,Vif imaging
CC(C)Sc1nc2c(c(=O)[nH]1)C(c1cccs1)C1=C(CC(C)(C)CC1=O)N2 (configuration not stated),-4,11,101,0.9,-5,-6,-7,0,-1.4,-5
CC(=O)c1ccc(OCc2c(-c3ccccc3)nnn2CC(=O)NS(=O)(=O)c2ccc(C)cc2)cc1,1,-1,101,-0.1,-2,1,-6,1,-0.5,8

# The whole of this part, repeating the preview:
SMILES,HTR2A ag,H9c2 protect,ABCB6 inh MLPCN,aDG glyco up,PDI inh,Granule exo inh,CaV13 ICDI inh,N-glyco inh,iPSC survival up,Vif imaging
CC(C)Sc1nc2c(c(=O)[nH]1)C(c1cccs1)C1=C(CC(C)(C)CC1=O)N2 (configuration not stated),-4,11,101,0.9,-5,-6,-7,0,-1.4,-5
CC(=O)c1ccc(OCc2c(-c3ccccc3)nnn2CC(=O)NS(=O)(=O)c2ccc(C)cc2)cc1,1,-1,101,-0.1,-2,1,-6,1,-0.5,8
CC(C)(C)C1=Nn2c(nnc2C2CCCCC2)SC1,3,0,102,0.1,1,3,-5,-4,-0.6,0
CC1(C(=O)O)CCCN1C(=O)c1cc2ccccc2s1 (configuration not stated),1,2,96,0.6,8,1,-8,-1,2.2,5
O=C(NCc1ccco1)c1cc(-c2ccc(Cl)cc2)on1,0,0,106,0.1,3,-5,-6,2,2.0,-8
Cc1nc(=O)c(-c2ccccc2)c(C)n1-c1cccc(C(=O)O)c1,4,0,99,0.0,0,2,-15,0,0.4,9
O=C(OCc1nc2ccsc2c(=O)[nH]1)c1ccco1,-2,7,104,0.1,-1,-2,-6,2,-0.3,14
Cc1ccc(S(=O)(=O)Nc2c(C)nc3nc(C)[nH]n3c2=O)cc1,1,0,96,-0.2,-6,6,-3,5,0.2,15
CCN1C[C@@H]2[C@@H]3C(=O)N(C)C(=O)[C@@H]3[C@](CC)(C(=O)OC)N2C1=NC,0,8,100,-0.2,-4,2,-5,2,-0.6,5
O=C(CCCOc1ccc(Cl)cc1Cl)N/N=C/c1ccccc1O,-2,36,92,1.1,0,4,-3,-4,0.3,-9
CCCS(=O)(=O)N1CCCC(C(=O)NCCc2ccccc2)C1 (configuration not stated),0,2,99,0.0,-3,-2,-4,0,-0.7,0
COCC1CCN(C(=O)c2cc(COc3cc(C)c(Cl)c(C)c3)on2)C1 (configuration not stated),0,-6,101,0.0,-8,-6,-3,0,-0.6,-8
COc1ccc(C(=O)/C=C/c2ccc(OC)c(Cn3nnc4ccccc43)c2)cc1,-8,-4,99,0.0,14,-13,-4,1,-1.7,4
COc1ccc(NC(=O)C#Cc2ccccc2)cc1OC,7,4,97,0.1,3,12,-19,-6,0.2,?
CC1CCCN(C(=O)NC2CC(=O)N(c3ccc4c(c3)OCCO4)C2)C1 (configuration not stated),-2,6,98,0.1,1,0,-2,1,1.7,-3
CCCOc1ccc(C2c3c(oc4cc(C)c(C)cc4c3=O)C(=O)N2CCCN(C)C)cc1OCC (configuration not stated),-7,9,101,0.0,/,-1,-4,1,0.0,-8
CC(=O)N1CCc2c(sc(NC(=O)C3CCCCC3)c2C(N)=O)C1,-2,11,99,-0.2,3,-2,-6,2,-0.2,6
COc1ccc(/C=N/Nc2ccccc2)cc1Cn1nc(C)c([N+](=O)[O-])c1C,5,11,93,0.3,9,-1,/,0,3.6,0
COc1ccc(C2C3=C(CC(C)(C)CC3=O)Nc3c2c(=O)[nH]c2nc(C)nn32)cc1 (configuration not stated),0,14,102,-0.4,-6,-5,-1,0,-1.6,3
O=C(CCN1C(=O)/C(=C/c2ccc(Cl)cc2)SC1=S)NC1C=CS(=O)(=O)C1 (configuration not stated),6,-9,99,0.6,-6,2,-5,0,0.0,-5
COc1cc(OC)cc(C(=O)NC(=S)NNC(=O)Cc2cccs2)c1,-2,9,99,0.0,-9,6,-3,0,1.2,24
COc1ccc(OC)c(NC(=O)c2cc3oc4ccccc4c3cc2O)c1,-1,-14,97,0.1,1,4,-3,5,-0.2,-4
COc1ccc(S(=O)(=O)N2CCN(C(=O)CNC(=O)c3ccc4c(c3)OCO4)CC2)cc1,4,-7,97,0.1,0,-8,-6,0,0.6,13
O=C(COC(=O)c1ccc(Br)o1)Nc1cccc(S(=O)(=O)N2CCCCCC2)c1,-2,-28,90,-0.4,-10,3,0,0,1.6,-12
Cc1ccc(NC2=NCC(=O)N2C2CCCC2)c(C)c1,0,-13,110,-0.1,20,-12,-1,6,-2.3,-16
COc1ccc(/C(O)=C2/C(=O)C(=O)N(CCN(C)C)C2c2ccc(C)cc2)cc1Cl (configuration not stated),-4,1,92,1.5,-2,-2,/,0,-0.1,6
CNC(=O)Cn1nc(-c2ccc(C)c(S(=O)(=O)N(C)C)c2)c2ccccc2c1=O,1,3,97,-0.1,6,-3,-4,-1,-2.2,-14
O=C(NNc1ccccc1Br)C(O)(c1cccc(C(F)(F)F)c1)c1cccc(C(F)(F)F)c1,-1,-24,99,2.3,8,17,-5,-7,2.0,-3
COc1ccc(CCNC(=O)Cn2nnc(-c3cccs3)n2)cc1OC,2,-1,99,0.0,6,-2,-9,1,0.6,14
COc1ccc(C(=O)NCC(=O)OCC(=O)Nc2ccc(C)c(S(=O)(=O)N(C)C)c2)cc1OC,-6,-6,95,0.0,-1,-3,-6,1,-0.6,-1
CCOc1ccc(-n2cc(C(=O)N3CCC(C)CC3)c3cc(OC)c(OC)cc3c2=O)cc1,7,6,94,7.5*,9,-2,-5,-2,-0.6,-10
O=C(CNC(=O)C1CCCCC1)OCc1cc(=O)oc2ccc3ccccc3c12,-4,13,97,0.0,-6,-3,-3,1,0.1,-9
COc1ccc(-n2cnnc2SCC(=O)c2cc(C)n(Cc3cccs3)c2C)cc1,2,0,87,0.3,3,3,/,0,-2.1,8
CC(C)c1ccc(NC(=O)COC(=O)/C=C/c2cccc([N+](=O)[O-])c2)cc1,1,-4,93,0.0,0,2,-2,5,2.5,0
CCc1c(C)sc(NC(=S)Nc2nc(C)cc(C)n2)c1C(=O)OC,-3,-2,97,-0.2,-1,-7,-1,2,-1.1,-10
Cc1ccc(C)c(N2CCN(c3nnnn3-c3ccccc3)CC2)c1,0,-10,99,-0.6,1,2,/,6,2.4,-6
Cc1ccc(S(=O)(=O)NC(C)C(=O)NC2CCCCCC2)cc1 (configuration not stated),3,5,91,-0.4,-3,4,-1,-1,-1.0,8
COCCCNC(=S)N(Cc1ccccc1)Cc1ccc(F)cc1,-5,-4,97,-0.1,1,2,-1,-4,-0.6,-8
O=C1[C@H]2[C@H](C=CC[C@H]2C(=O)N2CCN(c3ccccc3)CC2)CCN1Cc1ccccc1,-3,-4,95,0.1,1,-6,-10,-1,3.3,-5
Cn1nc(-c2ccccc2)c(C(=O)NC(C(=O)O)c2ccccc2)c1Cl (configuration not stated),1,4,97,-0.3,-10,2,-4,0,-1.2,10
CCOC(=O)C1(CCOc2ccccc2)CCN(Cc2ccc(CO)o2)CC1,-9,-2,93,0.2,-20,5,-5,-2,-1.8,-2
Cc1cc(C)c2c(=O)cc(C(F)F)oc2c1,-3,4,90,0.4,-7,2,/,1,-2.3,-4
COc1ccc(OC)c(S(=O)(=O)N2CCC(C(=O)NCCC3=CCCCC3)CC2)c1,-3,-4,99,-0.1,16,-3,-5,0,-2.0,-1
O=C(O)CCC(=O)Nc1ccc(Br)c(Cl)c1,-1,2,102,0.0,-8,-2,/,4,-4.3,0
CC1(C(=O)NNC(=S)NCC2CCCO2)CC1(Cl)Cl (configuration not stated),5,0,100,0.3,-5,6,-6,-1,-0.5,-6
O=C(c1sc2cc(Cl)ccc2c1Cl)N1CCN(CCc2ccccn2)CC1,-14,-6,97,0.0,-3,2,-14,-1,-0.4,0
Cc1scc(C(=O)NNC(=S)NCC(C)C)c1C,1,1,98,0.1,-8,-1,-14,-5,-1.1,0
O=C(c1ccc(S(=O)(=O)c2ccc(F)cc2)c([N+](=O)[O-])c1)N1CCCCCC1,-1,-13,96,3.4,5,-2,-4,-17,-3.5,0
COc1ccc(C(=O)COC(=O)CCCn2c(=O)oc3ccccc32)cc1,-2,-9,88,3.1,-2,-2,-3,2,0.2,8
Cc1c(NC(=O)COc2ccc3ccc(=O)oc3c2)c(=O)n(-c2ccccc2)n1C,-6,-3,97,-0.3,-5,-6,-6,-1,-0.5,/
O=C(COC(=O)c1ccc(O)cc1)Nc1ccccc1[N+](=O)[O-],3,-1,100,-0.4,5,-2,-2,2,-0.2,-11
NS(=O)(=O)c1ccc(NC(=O)COC(=O)C2(c3ccc(F)cc3)CCCC2)cc1,1,-11,97,0.5,5,-1,-1,0,2.9,-4
COC(=O)c1ccc2c(c1)N(C)S(=O)(=O)c1cnc(SCC(=O)C(C)(C)C)nc1-2,3,6,93,-0.2,0,-6,-2,1,0.3,6
COc1ccc(C(=O)c2ccc(OC)c(N)c2)cc1N,2,2,96,0.0,12,1,-9,20,0.4,24
CCN(CC)S(=O)(=O)c1ccc(OC)c(NC(=O)CSc2cc(C)ccc2C)c1,-6,-10,97,0.2,16,-3,-4,-5,-1.4,-3
Cc1[nH]c(C)c2c(=O)n(Cc3ccc(Cl)cc3)ncc12,1,-1,100,0.0,-10,4,-2,-1,-0.6,9
O=C(Nc1ccccc1)OCc1cn(-c2ccc(Cl)cc2)nn1,2,2,87,0.0,-3,-3,-5,-3,-1.9,-9
CS(=O)(=O)N1CCC(C(=O)Nc2cccc(Cl)c2)CC1,-2,0,102,0.2,3,-3,-5,0,0.8,9
NC(=O)C1CCN(c2oc(-c3cccs3)nc2S(=O)(=O)c2ccc(Br)cc2)CC1,-2,1,102,0.0,5,-3,-10,0,0.5,4
CCOC(=O)CSc1nc2ccccc2c(=O)n1NC(=O)c1ccccc1,6,3,91,-0.1,-1,-5,-3,-9,2.7,8
# Following part.
SMILES,HTR2A ag,H9c2 protect,ABCB6 inh MLPCN,aDG glyco up,PDI inh,Granule exo inh,CaV13 ICDI inh,N-glyco inh,iPSC survival up,Vif imaging
O=C(CSc1nnnn1C1CC1)Nc1ccc(S(=O)(=O)N2CCOCC2)cc1,9,-2,98,-0.2,-2,-21,-16,2,-1.7,9
CC1CCN(C(=O)/C(=C\c2cccs2)NC(=O)c2ccccc2)CC1,2,10,95,0.0,-1,-4,-20,-1,2.3,3
Cc1ccc(NC(=O)CSc2ccc(C(N)=O)cc2[N+](=O)[O-])cc1,1,2,95,0.1,5,1,-5,0,-0.9,18
CC1CN(CC(O)c2ccc(Br)cc2)CCO1 (configuration not stated),0,2,93,-0.4,-1,-2,-7,-1,-0.6,-1

# Assay outcomes (PubChem)
